# TEAD-YAP block: TEAD-YAP interaction inhibition; inhibition, % at 9.12 µM; HEK-TIYL cells, TEAD-Gal4/YAP UAS-luciferase luminescence; actives 1.4% (n = 640,000); in the data active = inhibition above about 32%;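 also: 0% = median of test compound wells and 100% = reference inhibitor wells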
# FBW7 activator: activators of human E3 ligase FBW7; Q969H0; AlphaScreen FBW7–phospho-cyclin E peptide binding, activator screen; AID 1259310; normalized activity (activation), % at 26.1 µM; actives 0.13% (n = 650,000); in the data active = normalized activity above about 1.9%;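 also: purified mutant Fbw7 with reduced substrate affinity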
# MITF primary: human MITF inhibition, primary screen. O75030. AlphaScreen MITF homodimerization, bead proximity signal. inhibition, % at 2.6 µM. actives 0.91% (n = 650,000); in the data active = inhibition above about 50%;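 also: 0% = vehicle wells with protein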
# Target sequence (O75030 whole entry, looked up): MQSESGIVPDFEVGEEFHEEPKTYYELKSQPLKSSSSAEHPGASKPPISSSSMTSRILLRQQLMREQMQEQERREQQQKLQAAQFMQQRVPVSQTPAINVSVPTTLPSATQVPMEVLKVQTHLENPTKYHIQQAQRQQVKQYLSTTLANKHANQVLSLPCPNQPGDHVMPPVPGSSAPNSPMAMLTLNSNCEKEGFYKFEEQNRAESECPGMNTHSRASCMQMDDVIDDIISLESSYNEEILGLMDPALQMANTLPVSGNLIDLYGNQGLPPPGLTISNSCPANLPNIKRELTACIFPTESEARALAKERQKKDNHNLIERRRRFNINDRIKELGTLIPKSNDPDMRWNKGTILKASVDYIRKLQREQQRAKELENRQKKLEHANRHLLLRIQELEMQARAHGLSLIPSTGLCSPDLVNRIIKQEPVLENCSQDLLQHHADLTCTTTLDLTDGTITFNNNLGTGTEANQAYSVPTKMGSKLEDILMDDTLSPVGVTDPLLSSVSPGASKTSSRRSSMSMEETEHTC
# GPR151 activ: activates the human receptor GPR151; Q8TDV0; PathHunter beta-arrestin GPR151 cells, luminescence; activation, % at 11.2 µM; actives 1% (n = 650,000); AID 1508602; in the data active = activation above about 4.9%;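 also: 0% = median of compound wells and 100% = cells with positive control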
# Target sequence (Q8TDV0 whole entry, looked up): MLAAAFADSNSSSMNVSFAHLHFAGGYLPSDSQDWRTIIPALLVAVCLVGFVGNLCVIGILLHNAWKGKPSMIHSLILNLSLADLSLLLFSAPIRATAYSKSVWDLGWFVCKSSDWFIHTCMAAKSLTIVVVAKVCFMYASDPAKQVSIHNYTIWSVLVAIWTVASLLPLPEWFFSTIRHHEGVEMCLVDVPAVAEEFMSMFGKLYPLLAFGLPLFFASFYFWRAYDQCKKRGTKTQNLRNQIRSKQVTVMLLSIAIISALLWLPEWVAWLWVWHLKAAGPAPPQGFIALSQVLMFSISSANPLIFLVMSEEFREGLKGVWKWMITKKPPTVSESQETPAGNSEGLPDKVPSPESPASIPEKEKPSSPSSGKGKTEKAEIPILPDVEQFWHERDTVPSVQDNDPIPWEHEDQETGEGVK
# Active calls of the source: *.
SMILES,TEAD-YAP block,FBW7 activator,MITF primary,GPR151 activ
COc1ccc2nc(NC(=S)NC(=O)c3ccc(Cl)cc3)sc2c1,10,0.0,-5,-0.1
Clc1ccc(-c2nc3ccccc3s2)c(Cl)c1,-10,0.0,6,0.1
NC(=O)COC(=O)c1cccc(Cl)c1,-1,0.1,2,0.4
O=C(CSc1nnnn1-c1ccccc1)NCCC12CC3CC(CC(C3)C1)C2,-4,0.0,-4,-0.5
O=C(CN1N=NC2C(=O)N(c3cccc(Cl)c3)C(=O)C21)Nc1ccccc1F (stereo not drawn),-2,-0.3,-7,-0.9
O=C(CCCC(=O)Nc1ccc(F)cc1)Nc1ccc(F)cc1,15,0.2,-4,0.4
O=C(O)c1ccc2c(c1)C(=O)N(c1ccccc1[N+](=O)[O-])C2=O,6,0.7,12,2.0
COCCSc1nnc(C2CCN(Cc3ccc4ncccc4c3)CC2)n1C,-2,0.1,0,-1.1
O=S(=O)(c1cc(Br)c(Br)s1)N1CCC(O)(c2cccc(C(F)(F)F)c2)CC1,-4,0.0,-2,-2.5
COc1ccc(OC)c(NC(=O)c2cc(S(=O)(=O)NCc3ccccc3OC)ccc2F)c1,-7,0.0,12,-0.6
CC(C)CN1C(=O)c2ccc(-c3ccc4c(c3)C(=O)N(CC(C)C)C4=O)cc2C1=O,1,0.0,46,-1.0
COc1ccc(/C(C)=N/NC(=O)CC2(C)OCCO2)cc1Br,-12,0.0,2,-1.3
COc1cccc(C(=O)N2CCN(S(=O)(=O)Cc3ccccc3)CC2)c1,3,0.0,-8,-0.5
N#CC(C#N)=c1[nH]c2cccc3cccc1c32,-12,-0.1,-6,-1.8
CN(C)c1nc(Oc2ccc(=O)[nH]n2)nc(N2CCOCC2)n1,-3,-0.1,-2,-1.4
CCn1c(SCC(=O)c2ccc(OC)cc2OC)nnc1-c1ccco1,0,-0.1,13,-1.0
CC(C)(C)C(=O)CSc1nc2ccsc2c(=O)n1CCc1ccccc1,-1,0.2,7,3.3
OCCCNc1nc2ccccc2[nH]1,6,0.0,-18,0.9
COc1cc(C=O)ccc1OCCCCOc1ccccc1[N+](=O)[O-],3,0.1,18,-0.9
O=C1NC(=S)N(c2ccc(Cl)cc2)C(=O)/C1=C\c1ccsc1,1,0.0,9,1.2
O=C(CSc1nnc2c3ccccc3nc(C3CCCCC3)n12)N1CCOCC1,1,0.1,8,0.1
CC(C)C(C(=O)O)N1C(=O)/C(=C2/C(=O)N(CC(=O)O)c3ccccc32)SC1=S (stereo not drawn),-6,0.3,18,1.5
COc1cc(/C=N/NS(=O)(=O)c2ccc(C)cc2)cc(I)c1O,-6,-0.1,17,0.0
COc1nc2c(c(=O)n(C)c(=O)n2C)n1Cc1ccc(Cl)c(Cl)c1,7,-0.1,8,-0.2
Cc1c(NC(=O)Cn2ncc3c2-c2ccccc2OC3)cccc1[N+](=O)[O-],3,0.4,12,-0.2
COc1cc(/C=N/Nc2ncnc3sc(C)c(C)c23)ccc1O,5,0.0,-1,-0.8
O=C1C(Cl)=C(NCCc2ccccc2)C(=O)N1Cc1ccccc1,-9,1.4,-15,-1.4
O=C(NCc1cccnc1)C(=O)N/N=C/c1ccccc1,-4,0.6,-4,0.4
O=C(NC(Cc1ccccc1)C(=O)N1CCCCC1)c1cccs1 (stereo not drawn),9,0.0,-17,-1.3
N=C1C(c2ccccc2)=C(O)CN1c1ccc(Br)cc1,-13,0.0,2,0.1
O=C(Nc1ccc([N+](=O)[O-])cc1)c1cc(=O)c2ccccc2o1,9,0.0,2,1.4
COc1ccc(C2c3sc(=O)[nH]c3SC3C(=O)N(c4ccc(Br)cc4)C(=O)C32)cc1OC (stereo not drawn),-1,-0.1,-6,1.0
COc1ccc2o/c(=N\NC(=O)c3ccccc3Nc3ccccc3)c(C(N)=O)cc2c1,13,0.1,-11,22*
CN(Cc1nc2ccccc2[nH]1)C(=O)CC1C(=O)NCCN1Cc1ccc(F)cc1Cl (stereo not drawn),-19,0.1,6,1.5
O=C(O)CCCC(=O)N1N=C(c2ccc(Cl)cc2)CC1c1ccco1 (stereo not drawn),4,1.6,13,-1.7
COc1ccccc1OCCNS(=O)(=O)c1ccc2oc3ccccc3c2c1,-4,-0.1,-4,-0.4
CC12CCC(C(=O)Nc3ccc(Cl)c(Cl)c3)(OC1=O)C2(C)C (stereo not drawn),5,0.4,-1,1.5
COc1cccc(N2CCN(C(=O)CCSCc3ccccc3F)CC2)c1,1,-0.3,2,1.1
CCC(Oc1ccccc1)C(=O)Nc1ccc(S(=O)(=O)Nc2ncccn2)cc1 (stereo not drawn),2,-0.5,-4,-0.3
O=C(CSc1nc2ccccc2o1)N1CCC(c2nnc(C3CC3)o2)CC1,-21,0.2,8,-1.3
OC1CCN(Cc2ccccc2Cl)CC1,5,-0.2,18,0.8
S=c1[nH]nc(COc2ccccc2)n1/N=C/c1ccncc1,-7,0.0,3,3.7
O=C(Nc1ccccc1F)N1CCN(c2ccc(Nc3ccccn3)nn2)CC1,4,-1.2,33,2.0
COc1ccc(-c2nnc(C3CCN(S(=O)(=O)c4ccc(Cl)cc4)CC3)o2)cc1,-8,0.6,12,-1.4
COc1cc(/C=N/N=C(N)N)cc(Br)c1O,6,0.2,16,-0.8

# Among those listed so far, six have an aryl thioether with sulfur outside any ring:
SMILES,TEAD-YAP block,FBW7 activator,MITF primary,GPR151 activ
O=C(CSc1nnnn1-c1ccccc1)NCCC12CC3CC(CC(C3)C1)C2,-4,0.0,-4,-0.5
COCCSc1nnc(C2CCN(Cc3ccc4ncccc4c3)CC2)n1C,-2,0.1,0,-1.1
CCn1c(SCC(=O)c2ccc(OC)cc2OC)nnc1-c1ccco1,0,-0.1,13,-1.0
CC(C)(C)C(=O)CSc1nc2ccsc2c(=O)n1CCc1ccccc1,-1,0.2,7,3.3
O=C(CSc1nnc2c3ccccc3nc(C3CCCCC3)n12)N1CCOCC1,1,0.1,8,0.1
O=C(CSc1nc2ccccc2o1)N1CCC(c2nnc(C3CC3)o2)CC1,-21,0.2,8,-1.3

# Continuation.
SMILES,TEAD-YAP block,FBW7 activator,MITF primary,GPR151 activ
O=C(CCSc1nc(-c2ccco2)cc(C(F)(F)F)n1)NCCN1CCOCC1,6,0.2,8,0.9
Cc1cc(Br)ccc1NC(=O)CCNS(=O)(=O)c1cccc2nonc12,-1,0.1,-4,-1.0
CC1CCCN(S(=O)(=O)c2cccs2)C1 (stereo not drawn),2,-0.1,2,10*
CC1CN(S(=O)(=O)c2ccc(F)cc2)CC(C)O1 (stereo not drawn),5,-0.1,-4,2.1
COc1ccc([N+](=O)[O-])cc1N1C(=O)C2CC=C(Cl)CC2C1=O (stereo not drawn),5,0.1,5,-0.5
Cc1c(Cc2ccccc2)c(-n2cnc3ccccc32)n2c(nc3ccccc32)c1C#N,-3,-0.3,8,1.7
CCC1C(c2ccccc2)=NN(CCO)c2nc3c(c(=O)n(C)c(=O)n3C)n21 (stereo not drawn),-15,-0.1,-16,-0.7
O=C1CC(N2CCN(Cc3ccc(Cl)cc3)CC2)C(=O)N1 (stereo not drawn),5,0.0,19,0.2
Cc1cccc(OCCCC(=O)NNC(=O)c2cccc(N(C)C)c2)c1,-3,-0.1,5,-0.4
COc1ccc(C2=NN(CCC(=O)NCc3ccccc3OC)C(=O)CC2)cc1,11,-0.1,5,-0.9
CN(CC(=O)N1CCCc2ccccc21)S(=O)(=O)c1cc(Cl)ccc1Cl,-9,-0.1,-1,1.8
Fc1ccc(-c2cn3nc(CNc4ccc5c(c4)OCO5)n4c3c2CCCC4)cc1,-5,-0.2,11,1.2
O=C1CCC/C(=N\NC(=O)COc2ccc(Br)cc2)C1,4,0.0,-1,0.0
CCNC(=S)N/N=C\c1cn(CC(=O)Nc2ccc3c(c2)OCO3)c2ccccc12,-2,-0.1,-1,-0.3
COc1ccc(OC)c(C2NC(=O)NC(C)=C2C(=O)OCC(F)(F)C(F)(F)F)c1 (stereo not drawn),14,-0.1,2,2.0
Cc1nc2ncnn2c(NC2CCCCC2)c1C,8,0.0,8,0.6
COc1ccc(-n2nc(C(=O)NCC(=O)N3CCC(Cc4ccccc4)CC3)c3ccccc3c2=O)cc1,33*,0.1,11,1.5
Cc1ccccc1NC(=S)NN1CCN(C)CC1,-3,-0.1,14,1.0
Fc1ccc(Nc2nc3c(s2)CCCC3)cc1,-55,0.3,9,-1.6
CCCOC(=O)C(=O)NN(C(=O)Nc1ccccc1)c1ccccc1,0,-0.1,-9,-0.4
CC1=C(C(=O)OC2CCCC2)C(c2ccccc2OC(C)C)C2=C(CCCC2=O)N1 (stereo not drawn),-2,0.7,2,-0.3
CCCCCCSc1nnc2c(n1)OC(c1cccs1)N(C(C)=O)c1ccccc1-2 (stereo not drawn),14,-0.1,7,0.6
CCCCC(=O)Nc1cccc(NC(=O)COc2ccc(Cl)cc2)c1,-3,0.3,15,2.0
CCOC(=O)CC(=O)NNC(=O)c1c(O)c2ccccc2[nH]c1=O,-3,-0.7,1,0.7
O=C(O)/C=C/c1ccc(/C=C/C(=O)O)cc1,5,0.0,5,-1.9
COc1ccc(F)c(CN2CCC(=O)N(CC3CCCCC3)CC2)c1,12,0.7,19,0.1
CN1/C(=C\C=N\NC(=O)OC(C)(C)C)C(C)(C)c2ccccc21,-22,0.1,1,2.6
O=C(Nc1nc2c(s1)CCCC2)c1ccccc1,31,-0.2,1,-10.0
Cc1nn(C)c(C)c1-c1cncc(C(=O)NCCN2CCOCC2)c1,8,0.0,-1,-0.6
Cc1cccc(N2CCN(C(=O)C3C4C=CC(O4)C3C(=O)O)CC2)c1C (stereo not drawn),8,0.0,22,0.6
Cc1ccc2nsnc2c1NC(=O)c1ccc(Cl)c(Cl)c1,-2,0.8,12,0.4
CCCS(=O)(=O)c1c(S(=O)(=O)CCC)c2ccccn2c1C(=O)c1ccc(Br)cc1,0,-0.2,-8,-0.8
N=C1c2ccccc2CN1NC(=O)CCCOc1ccc(Cl)cc1Cl,0,0.6,10,-1.0
CCC(=O)N1CCc2cc(S(=O)(=O)Nc3ccc(Br)c(C)c3)ccc21,5,0.1,2,0.8
Cc1ccc(-n2c(=S)[nH]c3sc4c(c3c2=O)CCC4)cc1,-6,0.6,-15,1.0
COc1ccc([N+](=O)[O-])cc1NC(=O)Nc1cccc(Cl)c1Cl,9,-0.1,0,0.1
COC(=O)c1ccccc1NC(=O)c1c(NC(C)=O)sc2c1CCC(C(C)(C)C)C2 (stereo not drawn),2,-0.1,6,0.6
CC(C)(C)c1ccc(C(=O)NNC(=O)CCc2ccccc2)cc1,1,-0.1,2,0.4
COCC1CCN(Cc2c(C(=O)N3CCCN(C)CC3)nc3sccn23)CC1,2,0.0,-3,0.4
COc1ccc(N2C(C)=Nc3ccc(C)c4nc(C)cc2c34)cc1,4,0.0,2,0.8
CCSC1=C(C#N)C(c2ccccc2Cl)C(C(C)=O)=C(C)N1 (stereo not drawn),2,0.0,-5,1.0
Brc1cnn(-c2nc(N3CCOCC3)nc(N3CCOCC3)n2)c1,2,-0.1,-17,-0.8
Cc1cc(NC(=O)CSc2ccccn2)no1,5,-0.1,-4,-0.4
N#C/C(=C\c1cccs1)c1nc2ccccc2n1Cc1ccc(Cl)cc1,-32,0.2,24,0.0
Cc1cccc(/C=C/c2onc(C)c2S(=O)(=O)N2CCC(C(=O)NC(C)(C)C)CC2)c1,0,-0.2,-4,0.8
COc1ccc(S(=O)(=O)NC(CC(=O)NCc2ccco2)c2ccco2)cc1 (stereo not drawn),-2,-0.1,8,-0.9
COc1cc2[nH]c(=S)nc(NCCN3CCCC3)c2cc1OC,3,-0.3,6,-0.3
Cc1[nH]n(-c2ccccc2)c(=O)c1C=Nc1ccc(S(=O)(=O)NC(N)=O)cc1,12,0.0,-1,-0.2
COc1ccc(C(=O)C2CCCN(S(=O)(=O)c3ccc(C(C)=O)cc3)C2)c(C)c1 (stereo not drawn),-2,-0.1,5,0.7
COc1cc(Nc2nc(NCCCN3CCCC3=O)nc3c2ncn3-c2ccccc2)cc(OC)c1OC,13,0.0,25,-1.1
CC(=O)c1ccc(-c2ccc(C(=O)N(C)CCN(C)C)c(NCC3CC3)n2)s1,-19,0.2,-17,0.9
Cc1nc(NCCc2ccccc2)nc(N2CCCC2)c1[N+](=O)[O-],-5,0.0,4,-0.2
OCCNc1ncnc2c1nnn2Cc1ccccc1Cl,-12,-0.1,-3,-1.8
Cc1cn2c3c(=O)n(C)c(=O)n(C)c3nc2n1CCCN(C)C,10,-0.5,0,2.0
Cc1ccc(C)c(N2C(=O)/C(=C/c3ccc(-c4ccc(Cl)c(Cl)c4)o3)C=C2c2ccccc2)c1,-5,0.0,-8,0.9
COc1cc(C(=O)Nc2cc(-c3nc4ccccc4s3)ccc2C)cc(OC)c1OC,-20,-0.1,8,0.0
COc1ccc(CNc2nc(SCc3cccc([N+](=O)[O-])c3)nc3ccccc23)cc1,-1,0.0,-4,-0.2
Cc1ccccc1OCC(=O)NNC(=O)COc1ccc(Cl)cc1,8,-0.1,-7,0.0

# Fetched by compound from the entries so far:
SMILES,TEAD-YAP block,FBW7 activator,MITF primary,GPR151 activ
CC(=O)c1ccc(-c2ccc(C(=O)N(C)CCN(C)C)c(NCC3CC3)n2)s1,-19,0.2,-17,0.9
COc1ccc(S(=O)(=O)NC(CC(=O)NCc2ccco2)c2ccco2)cc1 (stereo not drawn),-2,-0.1,8,-0.9
COc1ccc(C(=O)C2CCCN(S(=O)(=O)c3ccc(C(C)=O)cc3)C2)c(C)c1 (stereo not drawn),-2,-0.1,5,0.7
COc1ccc(CNc2nc(SCc3cccc([N+](=O)[O-])c3)nc3ccccc23)cc1,-1,0.0,-4,-0.2
Cc1ccc(C)c(N2C(=O)/C(=C/c3ccc(-c4ccc(Cl)c(Cl)c4)o3)C=C2c2ccccc2)c1,-5,0.0,-8,0.9
Cc1cn2c3c(=O)n(C)c(=O)n(C)c3nc2n1CCCN(C)C,10,-0.5,0,2.0
COc1cc2[nH]c(=S)nc(NCCN3CCCC3)c2cc1OC,3,-0.3,6,-0.3
